NTMT1 inh: blocks human N-terminal methyltransferase 1 activity. Q9BV86. NTMT1 MTase-Glo SAH luminescence, purified enzyme. Potency, µM (series often up to 114 µM), inactives show top-dose activity change, negative = inhibition, most hits filed as inhibitors. 59,000 compounds, 2.5% hits. AID 1645870;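 further: plate controls were DMSO vehicle for no effect and no enzyme for full effect; nearly all actives have a fitted effect of over 65% in size; many of its hits are not listed in these tables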
Target sequence (Q9BV86 whole entry, looked up): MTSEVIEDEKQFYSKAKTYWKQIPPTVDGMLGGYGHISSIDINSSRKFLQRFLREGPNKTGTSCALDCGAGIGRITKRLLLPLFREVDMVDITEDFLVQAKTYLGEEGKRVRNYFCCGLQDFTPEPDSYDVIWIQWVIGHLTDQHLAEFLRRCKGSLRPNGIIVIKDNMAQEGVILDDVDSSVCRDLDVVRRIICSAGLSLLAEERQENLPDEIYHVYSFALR
FH mod: Identification of activators of human fumarate hydratase by quantitative high-throughput screening | FH coupled MDH/diaphorase resazurin fluorescence, 15 min | Potency, µM (doses to about 79.9 µM), for inactives: at the top dose activity change, negative = inhibition, actives largely listed as inhibitors | 54,000 compounds, 0.22% hits | AID 1347055, 2019; further: the screen sought activators but most active calls are inhibition curves; nearly all actives have a fitted effect of over 45% in size
Target sequence (P07954 whole entry, looked up): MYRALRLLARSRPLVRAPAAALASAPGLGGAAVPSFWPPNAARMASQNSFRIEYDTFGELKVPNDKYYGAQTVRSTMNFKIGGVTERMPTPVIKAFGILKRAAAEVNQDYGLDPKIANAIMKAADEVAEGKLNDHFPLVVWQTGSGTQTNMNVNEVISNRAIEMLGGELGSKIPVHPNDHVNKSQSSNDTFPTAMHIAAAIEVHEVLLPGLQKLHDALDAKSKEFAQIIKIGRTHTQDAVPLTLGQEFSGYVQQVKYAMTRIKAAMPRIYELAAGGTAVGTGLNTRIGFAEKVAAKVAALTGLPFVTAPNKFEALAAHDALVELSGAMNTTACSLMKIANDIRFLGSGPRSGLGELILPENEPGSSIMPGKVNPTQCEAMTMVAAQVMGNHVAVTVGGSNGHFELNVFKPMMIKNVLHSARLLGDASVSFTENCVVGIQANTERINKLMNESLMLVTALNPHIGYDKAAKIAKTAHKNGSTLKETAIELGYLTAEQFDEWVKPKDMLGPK
* marks the source's active call; other numbers are inactive results; ? = inconclusive; & = joins results of further samples; ! = not confirmed by another sample; [ ] = remark or other dose. The call rests on the fitted dose curve; in most records, active means well fitted curve in the direction sought with a large enough effect; inconclusive means small, poorly fitted or top-dose-only effect, or another doubt; inactive means no such curve, though single readings can be large; an effect the other way counts as inactive or inconclusive. Unless noted, on the % scale 0 is the no-effect control and ±100 the full control effect; potency means the concentration at half of the fitted maximal effect.

smiles: CCCCCCCCOc1ccccc1C(=O)Nc1ccc(C(=O)OCC[N+](C)(CC)CC)cc1
  NTMT1 inh: 3.5µM*!; FH mod: -14%&0%[53.3 µM]

smiles: Cc1cccc(C)c1NC(=O)c1ccc(N)cc1
  NTMT1 inh: -6%[57.5 µM]; FH mod: 2%[53.3 µM]

smiles: C/C=C/C=C/C(CC(=O)O)Nc1ccc(C=O)cc1 (stereo not given)
  NTMT1 inh: 10%[57.5 µM]; FH mod: -1%

smiles: C[C@H]1O[C@H](O[C@H]2[C@H](O)[C@@H](O)[C@@H](O[C@H]3[C@H](O)[C@@H](O)C(O)O[C@H]3CO)O[C@H]2CO)[C@H](O)[C@@H](O)[C@H]1N[C@H]1C=C(CO)[C@@H](O)[C@H](O)[C@@H]1O (stereo not given in full)
  NTMT1 inh: -30%[57.5 µM]; FH mod: 5%[53.3 µM]

smiles: CCNC(=O)[C@H]1O[C@@H](n2cnc3c(N)nc(NCCc4ccc(CCC(=O)O)cc4)nc32)[C@H](O)[C@H]1O
  NTMT1 inh: 8%[57.5 µM]; FH mod: 3%[53.3 µM]

smiles: COc1ccc(C2Sc3ccccc3N(CCN(C)C)C(=O)C2OC(C)=O)cc1 (stereo not given)
  NTMT1 inh: -4%[57.5 µM]; FH mod: 4%&0%[53.3 µM]

smiles: CC(N=C(NC#N)Nc1ccncc1)C(C)(C)C (stereo not given)
  NTMT1 inh: 12%[57.5 µM]; FH mod: 0%&-5%[53.3 µM]

smiles: C[C@@H](O)[C@H]1C(=O)N2C(C(=O)O)=C(S[C@@H]3CN[C@H](CNS(N)(=O)=O)C3)[C@H](C)[C@H]12
  NTMT1 inh: -29%[57.5 µM]; FH mod: -8%[53.3 µM]

smiles: C[C@@]12C(=O)N(c3ccc(C(=O)Nc4cccc5cccnc45)cc3)C(=O)[C@@H]1[C@@H]1C=C[C@H]2C1
  NTMT1 inh: 5%[57.5 µM]; FH mod: -3%

smiles: NC(=O)c1ccc(OCC2NC(=O)C3CCCN3C2=O)cc1 (stereo not given)
  NTMT1 inh: -8%[57.5 µM]; FH mod: 3%

smiles: CC(C)c1cc2c(c(O)c1O)[C@@]13CCCC(C)(C)[C@@H]1[C@H](OC3=O)C2=O
  NTMT1 inh: -10%[29.8 µM]; FH mod: ?

smiles: CN1C(CSCC(F)(F)F)Nc2cc(Cl)c(S(N)(=O)=O)cc2S1(=O)=O (stereo not given)
  NTMT1 inh: 15%[57.5 µM]; FH mod: -9%[53.3 µM]

smiles: Nc1nc(N)nc(-c2cc(Cl)ccc2Cl)n1
  NTMT1 inh: 10%; FH mod: 0%&1%[53.3 µM]

smiles: C/C(=C\CC[C@H](CO)[C@@H]1CC[C@]2(C)C3=C(CC[C@@]12C)[C@@]1(C)CCC(=O)C(C)(C)C1CC3)C(=O)O (stereo not given in full)
  NTMT1 inh: -2%[29.8 µM]; FH mod: 0%[53.3 µM]

smiles: CC(O)(CC(=O)O)CC(=O)OCc1ccc(O[C@@H]2O[C@H](CO)[C@@H](O)[C@H](O)[C@H]2O)cc1 (stereo not given in full)
  NTMT1 inh: ?; FH mod: -1%[53.3 µM]

smiles: C[C@@]1(C(=O)O)CCC[C@@]2(C)C3=CC[C@H]4C[C@@]3(CC[C@H]12)CC4(O)CO (stereo not given in full)
  NTMT1 inh: 13%[29.8 µM]; FH mod: -2%[53.3 µM]

smiles: CN(C)CCCO[C@@H]1[C@H]2OC(C)(C)O[C@H]2O[C@@H]1C(O)CO (stereo not given in full)
  NTMT1 inh: 24%[57.5 µM]; FH mod: 0%[53.3 µM]

smiles: O=C(O)c1ccc2cc(-c3ccc(O)c(C45CC6CC(CC(C6)C4)C5)c3)ccc2c1
  NTMT1 inh: 50µM*!; FH mod: -16%[53.3 µM]

smiles: COC(=O)C1=CO[C@@H](O)[C@@H]2C(CO)=CC[C@H]12
  NTMT1 inh: -12%[57.5 µM]; FH mod: -2%

smiles: C=C1CC23CCC4[C@@](C)(CCC[C@@]4(C)C(=O)O)C2CCC1C3 (stereo not given in full)
  NTMT1 inh: 15%[57.5 µM]; FH mod: -6%

smiles: CCCc1c(OCCCOc2ccc(OCC(=O)O)cc2)ccc(C(C)=O)c1O
  NTMT1 inh: -20%; FH mod: ?

smiles: C/C(=C/CCC(CO)C1CCC2(C)C3CCC4C(C)(C)C(OC5OC(CO)C(O)C(O)C5O)CC(O)C45CC35CCC12C)COC1OC(CO)C(O)C(O)C1O (stereo not given)
  NTMT1 inh: 18%[12.6 µM]; FH mod: 1%[20.6 µM]

smiles: CC1(C)CCCC2(C)C1CC=C1C(=O)OC(O)C12O (stereo not given)
  NTMT1 inh: -29%[57.5 µM]; FH mod: 17%

smiles: C/C=C(\C)C(=O)OC1C2(O)CC3=C4CC(=O)OC(c5ccoc5)C4(C)CCC3C(C)(C2=O)C(C(OC(C)=O)C(=O)OC)C1(C)C (stereo not given)
  NTMT1 inh: -1%[12.6 µM]; FH mod: 7%[20.6 µM]

smiles: CC(C)C(=O)Nc1cccc(C2CN3CCSC3=N2)c1 (stereo not given)
  NTMT1 inh: 4%[57.5 µM]; FH mod: 1%[53.3 µM]

smiles: O=C1Cc2cc(Cl)ccc2N1
  NTMT1 inh: 34%[57.5 µM]; FH mod: -6%[53.3 µM]

smiles: Nc1nc(N)c2nc(CNc3ccc(C(=O)NC(CCC(=O)O)C(=O)O)cc3)cnc2n1 (stereo not given)
  NTMT1 inh: 5%; FH mod: -7%&4%[53.3 µM]

smiles: OC[C@@H](O)[C@@H](O)[C@H](O)[C@H](O)CO
  NTMT1 inh: 18%[57.5 µM]; FH mod: 8%[53.3 µM]

smiles: C/C=C(/C)C(=O)O[C@@H]1C[C@@H](OC(=O)/C(C)=C\C)[C@@]2(C)C3C(=O)C=C(C)C2C3C1(C)C
  NTMT1 inh: 8%[29.8 µM]; FH mod: -3%[53.3 µM]

smiles: CCN1CCN(c2cc3c(cc2F)c(=O)c(C(=O)O)cn3C2CC2)CC1
  NTMT1 inh: 6%[57.5 µM]; FH mod: -1%[53.3 µM]

Other records:
Order of results – NTMT1 inh	FH mod
- C=C1CCC2(OC1)OC1CC3C4CC=C5CC(O)CC(O[C@@H]6OC[C@H](OC(=O)C(O)C(C)CC)[C@H](O)[C@H]6O[C@@H]6O[C@@H](C)[C@H](O)[C@@H](O)[C@H]6O)C5(C)C4CCC3(C)C1C2C (stereo not given in full)
  10%[12.6 µM]	5%[20.6 µM]
- C=C1CCC2C(C)(C(=O)O)CCCC2(C)C1CC/C(=C\CO)CO (stereo not given)
  -10%[29.8 µM]	1%[53.3 µM]
- O=C(Nc1ccccc1-c1cn2c(CN3CCNCC3)csc2n1)c1cnc2ccccc2n1
  3.5µM*!	?
- O=C(Nc1ccc(F)cc1)N1CCc2ccccc2C1c1ccc(C(F)(F)F)cc1 (stereo not given)
  3%[57.5 µM]	-19%
- Cc1cccc(-c2[nH]ncc2-c2ccnc3ccccc23)n1
  13%[57.5 µM]	-1%
- CCOc1ccc(NS(=O)(=O)c2ccc(N)cc2)nn1
  1%[57.5 µM]	6%[53.3 µM]
- C[C@@]12C[C@]3(O)O[C@H](O1)[C@]1(COC(=O)c4ccccc4)[C@H]3C[C@@]12O[C@@H]1O[C@H](CO)[C@@H](O)[C@H](O)[C@H]1O
  15%[29.8 µM]	9%[53.3 µM]
- COc1ccc(N2CCN(C(=O)c3cc4c(s3)-c3ccccc3S(=O)(=O)C4)CC2)cc1
  0%[57.5 µM]	-2%
- O=C(O[C@H]1[C@@H]2C=CO[C@@H](O[C@@H]3O[C@H](CO)[C@@H](O)[C@H](O)[C@H]3O)[C@@H]2[C@@]2(CO)O[C@@H]12)c1ccc(O)c(O)c1
  6%[29.8 µM]	1%[53.3 µM]
- CC(=O)O[C@H]1C[C@@](O)(C(C)C)C2[C@@H](OC(=O)c3ccc(O)cc3)C[C@@]3(C)O[C@H]3C[C@]21C (stereo not given in full)
  2%[29.8 µM]	8%[53.3 µM]
- CC(=O)Nc1sc2c(c1-c1nc3ccccc3s1)CNC2
  79µM*!	-15%
- CCC(c1ccc(O)cc1)C(CC)c1ccc(O)cc1 (stereo not given)
  ?	-11%[53.3 µM]
- COC1CC(=O)C23C(=O)NC(CC(C)C)C2C(C)C(C)=CC3/C=C(\C)CCC(O)C1O (stereo not given)
  9%[29.8 µM]	-1%[53.3 µM]
- O=C1OC(/C=C/c2ccccc2)=NC/1=C\c1cccnc1
  7%	-2%
- CC(=O)N1CCN(CCOc2ccc(C3CCN(C4=Nn5c(nnc5C(F)(F)F)CC4)CC3)cc2)CC1
  3%[57.5 µM]	2%
- Cc1ccc(N)cc1O
  ?	20µM*
- C[C@@H]1O[C@@H](OC2C(CO)OC(OCC3OC(OC(=O)[C@]45CCC(C)(C)CC4C4=CCC6[C@@]7(C)CC[C@@H](O)[C@](C)(C(=O)O)C7CC[C@@]6(C)[C@]4(C)CC5)C(O)C(O)C3O)C(O)C2O)[C@H](O)[C@H](O)[C@H]1O (stereo not given in full)
  10%[12.6 µM]	5%[20.6 µM]
- COc1cc(C(=O)OCCCN2CCCN(CCCOC(=O)c3cc(OC)c(OC)c(OC)c3)CC2)cc(OC)c1OC
  ?	?
- O=S(=O)(O)NC1CCCCC1
  -20%[57.5 µM]	-4%[53.3 µM]
- CC(O)(C(=O)O)C1CCC2(C)C1CCC1(C)C2CCC2C3(C)CCC(O)C(C)(COC4OC(CO)C(O)C(O)C4O)C3CCC21C (stereo not given)
  ?	0%[20.6 µM]

Overlap with the part before: two entries, then new ones.
Order of results – NTMT1 inh	FH mod
- O=S(=O)(O)NC1CCCCC1
  -20%[57.5 µM]	-4%[53.3 µM]
- CC(O)(C(=O)O)C1CCC2(C)C1CCC1(C)C2CCC2C3(C)CCC(O)C(C)(COC4OC(CO)C(O)C(O)C4O)C3CCC21C (stereo not given)
  ?	0%[20.6 µM]
- CC1(C)CC[C@]2(C(=O)O)CC[C@]3(C)C(=CCC4[C@@]5(C)CC[C@H](O[C@@H]6O[C@H](C(=O)O)[C@@H](O)[C@H](O)[C@H]6O)C(C)(CO)C5CC[C@]43C)C2C1 (stereo not given in full)
  12%[12.6 µM]	10%[20.6 µM]
- C[C@]12CC[C@@H]3c4ccc(O)c(O)c4CC[C@H]3[C@@H]1CCC2=O
  28µM*	?
- COC(=O)c1ccc2c(c1)[nH]c1ncnc(NCCCN3CCCCC3)c12
  0%[57.5 µM]	-5%
- NC(=O)c1ncn([C@@H]2O[C@H](CO)[C@@H](O)[C@H]2O)n1
  9%	-17%&4%[53.3 µM]
- O[C@@H](COc1cccc2ncccc12)CN1CCN(C2c3ccccc3[C@@H]3[C@H](c4ccccc42)C3(F)F)CC1 (stereo not given in full)
  79µM*!	-13%
- CC1CCN(CCCC(=O)c2ccc(F)cc2)CC1
  3%[57.5 µM]	4%[53.3 µM]
- CC(C)(O)C(O)C(=O)OCc1ccc(O[C@@H]2O[C@H](CO)[C@@H](O)[C@H](O)[C@H]2O)cc1 (stereo not given in full)
  -3%[29.8 µM]	-3%[53.3 µM]
- O=C(O)C1CCC1
  11%[57.5 µM]	0%[53.3 µM]
- CC1(C)CC[C@]2(C(=O)OC3OC(CO)C(O)C(O)C3O)CC[C@]3(C)C(=CCC4[C@@]5(C)CC[C@H](OC6OC(C(=O)O)C(O)C(O)C6O)C(CO)(CO)C5CC[C@]43C)[C@@H]2C1 (stereo not given in full)
  -2%[12.6 µM]	-7%[20.6 µM]
- CC1=CC(=O)CC(C)(CO)C1(O)/C=C/C(C)O[C@@H]1O[C@H](CO)[C@@H](O)[C@H](O)[C@H]1O (stereo not given in full)
  1%[29.8 µM]	-1%[53.3 µM]
- CC(C)(O)c1ccccc1CC[C@@H](SCC1(CC(=O)O)CC1)c1cccc(/C=C/c2ccc3ccc(Cl)cc3n2)c1
  ?	?
- Nc1nc(NCC2CCC(CNS(=O)(=O)c3cccc4ccccc34)CC2)nc2ccccc12 (stereo not given)
  ?	-18%
- O=c1ccn([C@@H]2O[C@H](CO)[C@H](O)[C@H]2O)c(=O)[nH]1
  18%[57.5 µM]	15%[53.3 µM]
- CCc1nc(C(N)=O)c(Nc2ccc(N3CCC(N4CCN(C)CC4)CC3)c(OC)c2)nc1NC1CCOCC1
  20µM*	-1%[53.3 µM]
- CO[C@H]1O[C@@H]2O[C@@]3(C)CC[C@@H]4[C@@H](C)CC[C@@H]([C@H]1C)[C@@]24OO3
  ?	-8%[53.3 µM]
- CC(C)=CCC/C(C)=C/Cc1ccc(O)c(C2OC(=O)c3cc(C(=O)O)cc(O)c32)c1O (stereo not given)
  -18%[29.8 µM]	-2%[53.3 µM]
- COCc1c(Cl)ccc2c1CC[C@H]2c1ncc[nH]1
  3%[57.5 µM]	1%
- C/C=C(/COC(=O)/C(C)=C/C)C(=O)OC(CC)c1ccc(OC)c(OC)c1 (stereo not given)
  17%[29.8 µM]	1%[53.3 µM]
- Clc1ccccc1CN1CCc2sccc2C1
  ?	-12%&-4%[53.3 µM]
- COc1nccnc1NS(=O)(=O)c1ccc(N)cc1
  20%[57.5 µM]	4%[53.3 µM]

4 entries from above, as a markdown table.
| Structure | NTMT1 inh | FH mod |
| --- | --- | --- |
| CC(C)=CCC/C(C)=C/Cc1ccc(O)c(C2OC(=O)c3cc(C(=O)O)cc(O)c32)c1O (stereo not given) | -18%[29.8 µM] | -2%[53.3 µM] |
| COCc1c(Cl)ccc2c1CC[C@H]2c1ncc[nH]1 | 3%[57.5 µM] | 1% |
| C/C=C(/COC(=O)/C(C)=C/C)C(=O)OC(CC)c1ccc(OC)c(OC)c1 (stereo not given) | 17%[29.8 µM] | 1%[53.3 µM] |
| Clc1ccccc1CN1CCc2sccc2C1 | ? | -12%&-4%[53.3 µM] |

Bioassay records: PubChem BioAssay, National Center for Advancing Translational Sciences (NCATS)

Some of the compounds tested. The share of hits here may be higher or lower than overall.
